# LNCaP diff act – activators of LNCaP prostate cell differentiation. flow cytometry side scatter, 4 d. side scatter shift, % at 10 µM. 24,000 tested, 0.56% active. AID 795;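 active = side scatter shift above 30%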;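 also: androgen-responsive LNCaP prostate cancer cells in charcoal-stripped serum medium; percent of cells past a gate set so DMSO wells show 10% shift; higher shift means more granular cells and more differentiation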
# VLA-4 agonist – allosterically activates the human VLA-4 integrin; Jurkat cells, LDV-FITC binding, flow cytometry; P13612; AID 528; 24,000 tested, under 10 active; activation, % at 10 µM (by protocol);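 active = fluorescent ligand binding to cells raised by more than 40% of the manganese-induced maximum; inconclusive = compound's own fluorescence above 85% of the ligand control signal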;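 also: 0% = ligand binding without compound and 100% = manganese-stimulated maximal binding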
# Target sequence (P13612 whole entry, looked up): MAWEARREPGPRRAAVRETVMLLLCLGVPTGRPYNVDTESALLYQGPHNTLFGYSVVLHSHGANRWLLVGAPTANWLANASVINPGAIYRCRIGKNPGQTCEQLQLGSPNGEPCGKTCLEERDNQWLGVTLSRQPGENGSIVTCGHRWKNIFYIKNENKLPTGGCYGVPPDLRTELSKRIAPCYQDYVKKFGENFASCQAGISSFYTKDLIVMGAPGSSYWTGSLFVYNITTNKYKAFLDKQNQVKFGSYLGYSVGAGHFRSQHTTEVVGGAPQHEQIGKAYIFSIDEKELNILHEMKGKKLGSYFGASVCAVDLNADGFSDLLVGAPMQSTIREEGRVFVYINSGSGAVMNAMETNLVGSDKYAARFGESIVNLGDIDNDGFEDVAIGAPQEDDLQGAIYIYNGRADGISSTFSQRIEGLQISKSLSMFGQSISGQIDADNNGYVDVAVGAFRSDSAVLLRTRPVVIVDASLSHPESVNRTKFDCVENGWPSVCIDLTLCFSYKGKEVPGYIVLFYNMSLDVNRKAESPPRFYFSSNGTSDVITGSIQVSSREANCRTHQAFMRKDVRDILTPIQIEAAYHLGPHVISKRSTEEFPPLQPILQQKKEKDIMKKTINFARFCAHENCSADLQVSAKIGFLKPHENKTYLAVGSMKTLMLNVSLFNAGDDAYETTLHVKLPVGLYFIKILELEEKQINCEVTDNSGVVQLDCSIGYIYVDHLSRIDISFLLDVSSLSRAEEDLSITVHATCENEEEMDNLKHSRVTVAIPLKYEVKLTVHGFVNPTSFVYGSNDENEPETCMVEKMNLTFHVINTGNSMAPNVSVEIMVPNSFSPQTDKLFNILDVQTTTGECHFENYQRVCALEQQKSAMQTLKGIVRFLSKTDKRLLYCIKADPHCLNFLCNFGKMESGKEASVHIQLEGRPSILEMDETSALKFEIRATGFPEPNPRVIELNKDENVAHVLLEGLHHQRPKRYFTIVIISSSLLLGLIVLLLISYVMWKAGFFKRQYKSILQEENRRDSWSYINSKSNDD
# Autofluor Jurkat – counter-screen for VLA-4 integrin: compound autofluorescence in Jurkat cells; AID 576; fluorescence ratio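 (tested at 10 µM compound in the well)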; flow cytometry; active compounds read high; 1 = vehicle-only cell background; 24,000 tested, 0.61% active;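 active = fluorescence ratio above 2.44, which is 1 plus 3 SD of all ratios; inconclusive = signal too bright to measure linearly, ratio around 10 or more; inactive = fluorescence ratio below 2.44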;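 also: green fluorescence of cells measured with 488 nm excitation and 530 nm emission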
# VLA-4 antagonist – inhibitors of LDV-FITC ligand binding to Mn2+-activated human VLA-4 integrin | 24,000 tested, 0.2% active | inhibition, % at 10 µM (by protocol) | P13612 | Jurkat cells, LDV-FITC binding with Mn2+, flow cytometry; 100% = Mn2+-driven binding gain fully reversed;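 active = inhibition above 50%; inconclusive = compound itself fluorescent, judged against control cell fluorescence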;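 also: 0% = Mn2+ stimulated cells lacking compound and 100% = ligand binding without Mn2+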
# An asterisk follows results filed as active; ? = inconclusive. The list is partial; rates above refer to the full screens.
1. CCOC(=O)CNc1c(-c2ccc(F)cc2)nc2cnccn12
2. O=C(CN1CCN(C(=O)c2ccccc2F)CC1)Nc1ccc(Br)cc1
3. CCNC(=O)CC1C(=O)N(c2ccc(OC)cc2)C(=O)N1Cc1ccc(OC)cc1 (configuration not stated)
4. O=C(CSc1nc(O)c(C2CCCCC2)c(=O)[nH]1)NCC1CCCO1 (configuration not stated)
5. O=C(CCSc1nc(-c2ccc3c(c2)OCO3)cc(C(F)(F)F)n1)NCc1ccco1
6. COc1ccc(OC)c(-c2nnc(SCC(=O)N3CCOCC3)o2)c1
7. COc1ccc(NC(=O)C2c3cc(OC)c(OC)cc3C(=O)N(C)C2c2cccnc2)cc1OC (configuration not stated)
8. COc1ccc(C(=O)NCc2ccccc2OC)cc1
Compound	1	2	3	4	5	6	7	8
LNCaP diff act	1	2	12	10	10	6	3	21
VLA-4 agonist	?	?	1	-3	-3	4	-4	0
Autofluor Jurkat	1.1	1.1	1.1	1	1.1	1.1	1	1.1
VLA-4 antagonist	?	?	-9	-5	11	-1	14	-4

9. CCOCCOC(=O)CCSc1n[nH]c(=O)[nH]c1=O
10. CNC(=O)CN1C(=O)C2C3C=CC(C3)C2C1=O (configuration not stated)
11. COc1ccc([C@@H]2Sc3ccccc3N(CCN(C)C)C(=O)[C@@H]2OC(C)=O)cc1
12. N#CCCSc1ccccc1NC(=O)c1ccc(S(=O)(=O)N2CCCC2)cc1
13. CCOC(=O)c1cccc(NC(=O)C2CCCN(S(=O)(=O)c3c(C)n[nH]c3C)C2)c1 (configuration not stated)
14. CC(C)c1nnc(NC(=O)c2ccc(N3C(=O)CCC3=O)cc2)s1
15. COc1cccc(C2CC(c3ccccc3Cl)n3nnnc3N2)c1 (configuration not stated)
16. C=CCc1cc(C)ccc1OCC(O)CN1CCN(c2ccccc2)CC1 (configuration not stated)
Compound	9	10	11	12	13	14	15	16
LNCaP diff act	8	18	1	10	2	9	9	24
VLA-4 agonist	6	-1	0	?	-6	4	-4	-14
Autofluor Jurkat	0.98	1	1	1.3	1.1	1	1.1	1
VLA-4 antagonist	6	-15	-18	?	-19	2	-12	-3

17. N#Cc1c(NC(=O)c2ccc(Br)o2)n(-c2ccccc2)c2nc3ccccc3nc12
18. O=C(CCn1c(=O)oc2ccccc21)N1CCN(c2ccccc2Cl)CC1
19. CC(=O)NC1CC2CCCC(C1)N2CC(=O)Nc1ccccc1 (configuration not stated)
20. COc1cccc(OCC(=O)Nc2ccccc2C(N)=O)c1
21. O=C(NCCN1CCN(Cc2ccccc2)CC1)C1CC(=O)N(C2CCCC2)C1 (configuration not stated)
22. CC1=C(/C=C/C(C)=C/C=C/C(C)=C/C(=O)O)C(C)(C)CCC1
23. CCOCCCNC(=O)C(c1ccc(C)cc1)N(Cc1ccc2c(c1)OCO2)C(=O)CNC(C)=O (configuration not stated)
24. Cc1ccc(S(=O)(=O)Nc2nc3ccccc3nc2NCc2ccco2)cc1
Compound	17	18	19	20	21	22	23	24
LNCaP diff act	4	6	11	9	9	3	2	9
VLA-4 agonist	?	1	4	-1	-15	2	1	?
Autofluor Jurkat	2.3	1.1	1.1	0.98	0.97	1.1	1	4.8*
VLA-4 antagonist	?	-6	-2	-12	12	-28	-17	?

25. COc1ccc(OCc2nc(N)nc(Nc3cccc(C)c3C)n2)cc1
26. COc1cc(OC)c(NC(=O)CS(=O)(=O)Cc2nc(-c3ccc(C)cc3)oc2C)cc1Cl
27. CCC(C)OC(=O)c1[nH]c2c(c1C)C(=O)CC(c1ccc(N(C)C)cc1)C2 (configuration not stated)
28. COc1cccc(N2CCN(C(=O)c3ccc(N4C(=O)NC5CC4(C)Oc4ccccc45)cc3)CC2)c1 (configuration not stated)
29. COc1cc(C(=O)NCCc2nc3ccccc3n2C)cc(OC)c1OC
30. O=C(NCc1ccc2c(c1)OCO2)c1cc2c(s1)CSC2
31. COCCNS(=O)(=O)c1cccc2cccnc12
32. Cc1cc(C)n2c(SCC(=O)Nc3cc(C)on3)nnc2n1
Compound	25	26	27	28	29	30	31	32
LNCaP diff act	4	14	8	10	3	11	5	17
VLA-4 agonist	-4	?	-22	-2	?	?	0	0
Autofluor Jurkat	1	0.91	1.3	1.1	1.1	1.2	0.99	1.1
VLA-4 antagonist	-20	?	15	2	?	?	29	-6

33. Brc1cccc(C2CC(c3ccccc3)n3nnnc3N2)c1 (configuration not stated)
34. O=C(C1CCN(c2nnnn2-c2ccccc2)CC1)N1CCN(c2ccccc2)CC1
35. NC(=O)c1sc2nc(N3CCCCC3)c3c(c2c1N)CCCC3
36. Cc1ccc(C)c(N2CCN(CC(=O)Nc3ccc4[nH]c(=O)[nH]c4c3)CC2)c1
37. CN(C)c1nc(N)nc(-c2nc3ccccc3s2)n1
38. CC(=O)Nc1cccc(NC(=O)CSc2nnnn2C(C)C)c1
39. Cc1cc(Nc2c(C)cccc2C)n2nc(C)nc2n1
40. O=C(Cn1cccc1C(=O)c1ccccc1)NCc1ccco1
Compound	33	34	35	36	37	38	39	40
LNCaP diff act	13	7	5	2	2	4	8	10
VLA-4 agonist	-6	4	12	?	0	-8	-4	7
Autofluor Jurkat	1	1.1	1.2	1.1	0.98	1	1.1	0.93
VLA-4 antagonist	16	-12	-24	?	-6	-25	2	-2

41. CCC(C(=O)NC1CCCC1)N(Cc1ccco1)C(=O)Cn1nnc(-c2ccc(C)cc2)n1 (configuration not stated)
42. Cc1ccccc1Cn1cc(NC(=O)c2cc(-c3cccs3)on2)cn1
43. Cc1cc2cc(CCNC(=O)c3ccc(Br)o3)c(=O)[nH]c2cc1C
44. COC(=O)c1cc2ccsc2n1CC(=O)N1CCCc2ccccc21
45. CC(O)Cc1nsc(NC(=O)c2ccc(Br)o2)n1 (configuration not stated)
46. COc1cccc2cc(C(C)N(CCCN3CCOCC3)C(=O)Nc3ccc(Cl)cc3)oc12 (configuration not stated)
47. CCOc1cc(CNC(=O)CN2C(=O)c3ccccc3S2(=O)=O)ccc1OC
48. Cc1ccc(-n2nnc3c(=O)n(CC(=O)N4CCCC4)cnc32)cc1
Compound	41	42	43	44	45	46	47	48
LNCaP diff act	6	14	17	3	7	6	2	6
VLA-4 agonist	-2	-1	?	?	-6	-12	1	3
Autofluor Jurkat	1.1	1.1	1.1	1.3	1.1	1.2	1	1.1
VLA-4 antagonist	-10	-9	?	?	1	11	-6	13

# Excerpt: compounds 29–48
29. COc1cc(C(=O)NCCc2nc3ccccc3n2C)cc(OC)c1OC
30. O=C(NCc1ccc2c(c1)OCO2)c1cc2c(s1)CSC2
31. COCCNS(=O)(=O)c1cccc2cccnc12
32. Cc1cc(C)n2c(SCC(=O)Nc3cc(C)on3)nnc2n1
33. Brc1cccc(C2CC(c3ccccc3)n3nnnc3N2)c1 (configuration not stated)
34. O=C(C1CCN(c2nnnn2-c2ccccc2)CC1)N1CCN(c2ccccc2)CC1
35. NC(=O)c1sc2nc(N3CCCCC3)c3c(c2c1N)CCCC3
36. Cc1ccc(C)c(N2CCN(CC(=O)Nc3ccc4[nH]c(=O)[nH]c4c3)CC2)c1
37. CN(C)c1nc(N)nc(-c2nc3ccccc3s2)n1
38. CC(=O)Nc1cccc(NC(=O)CSc2nnnn2C(C)C)c1
Compound	29	30	31	32	33	34	35	36	37	38
LNCaP diff act	3	11	5	17	13	7	5	2	2	4
VLA-4 agonist	?	?	0	0	-6	4	12	?	0	-8
Autofluor Jurkat	1.1	1.2	0.99	1.1	1	1.1	1.2	1.1	0.98	1
VLA-4 antagonist	?	?	29	-6	16	-12	-24	?	-6	-25

39. Cc1cc(Nc2c(C)cccc2C)n2nc(C)nc2n1
40. O=C(Cn1cccc1C(=O)c1ccccc1)NCc1ccco1
41. CCC(C(=O)NC1CCCC1)N(Cc1ccco1)C(=O)Cn1nnc(-c2ccc(C)cc2)n1 (configuration not stated)
42. Cc1ccccc1Cn1cc(NC(=O)c2cc(-c3cccs3)on2)cn1
43. Cc1cc2cc(CCNC(=O)c3ccc(Br)o3)c(=O)[nH]c2cc1C
44. COC(=O)c1cc2ccsc2n1CC(=O)N1CCCc2ccccc21
45. CC(O)Cc1nsc(NC(=O)c2ccc(Br)o2)n1 (configuration not stated)
46. COc1cccc2cc(C(C)N(CCCN3CCOCC3)C(=O)Nc3ccc(Cl)cc3)oc12 (configuration not stated)
47. CCOc1cc(CNC(=O)CN2C(=O)c3ccccc3S2(=O)=O)ccc1OC
48. Cc1ccc(-n2nnc3c(=O)n(CC(=O)N4CCCC4)cnc32)cc1
Compound	39	40	41	42	43	44	45	46	47	48
LNCaP diff act	8	10	6	14	17	3	7	6	2	6
VLA-4 agonist	-4	7	-2	-1	?	?	-6	-12	1	3
Autofluor Jurkat	1.1	0.93	1.1	1.1	1.1	1.3	1.1	1.2	1	1.1
VLA-4 antagonist	2	-2	-10	-9	?	?	1	11	-6	13

# (further entries)
49. COc1ccc(C(C(=O)NC2CCCCC2)N2CCC3(CC2)OCCO3)cc1 (configuration not stated)
50. COC(=O)c1sc(S(=O)(=O)N2CCC(C)CC2)c(C(=O)OC)c1C
51. O=C(O)Cn1nc2ccccc2n1
52. Cc1ccc(Cl)cc1N1CCN(S(=O)(=O)c2ccc3c(c2)oc(=O)n3C)CC1
53. CC1C(=NO)C(C)C(c2ccc(N(C)C)cc2)NC1c1ccc(N(C)C)cc1 (configuration not stated)
54. Cc1cc(C)cc(OCC(O)CN2C(=O)NC(C)(C)C2=O)c1 (configuration not stated)
55. Cc1cc(NC(=O)CSc2ncnc3ccccc23)no1
56. c1ccc(Nc2nc3ccccc3n3cnnc23)cc1
Compound	49	50	51	52	53	54	55	56
LNCaP diff act	9	8	4	6	6	2	2	2
VLA-4 agonist	4	-3	0	9	4	-3	1	?
Autofluor Jurkat	1	1.1	1	1	1	1	1.1	1.2
VLA-4 antagonist	2	0	-10	-2	46	-25	-1	?

57. Cc1ccccc1CS(=O)(=O)Cc1ccc(C(=O)NCCCN2CCCC2=O)o1
58. CC(=O)N1CCCc2cc(S(=O)(=O)N(CC(C)C)CC(C)C)ccc21
59. Cc1cccc(-c2c3c(=O)n(C)c(=O)n(C)c3c3c(C)cc(C)nn23)c1
60. Cc1cc(C)n(CCCNC(=O)c2ccc3c(c2)NC(=O)CS3)n1
61. CCOC(=O)N1CCC(NC(=O)CCc2c(C)nc3ncnn3c2C)CC1
62. CCC1(C(=O)O)NC(c2cc(OC)ccc2O)C2C(=O)N(Cc3ccccc3)C(=O)C21 (configuration not stated)
63. COC(=O)C1CCN(c2cc(=O)n(-c3ccccc3Cl)c(=O)[nH]2)CC1
64. CCOC(=O)C1=C(C)NC(=O)NC1c1ccc(Br)s1 (configuration not stated)
Compound	57	58	59	60	61	62	63	64
LNCaP diff act	8	5	6	6	2	2	5	10
VLA-4 agonist	-2	-3	4	1	-1	5	3	-6
Autofluor Jurkat	1	0.99	1.1	1	1	0.98	1.1	1.1
VLA-4 antagonist	-3	-5	10	-23	10	-5	-10	8

65. CCCn1c(=O)c2ccccc2n2c(SCCOc3ccccc3F)nnc12
66. O=C(CC(C(=O)N1CCc2ccccc21)n1ccnc1)NCC1CCCO1 (configuration not stated)
67. COc1cccc(NC(=O)CCSc2nnc3scc(-c4ccccc4)n23)c1
68. COc1ccc(NC(=O)c2ccc(NS(=O)(=O)c3c(C)noc3C)cc2)cc1OC
69. Cc1ccc(Cl)cc1N1CCN(C(=O)CN2C(=O)c3cccc4cccc2c34)CC1
70. CC(C)NC(=O)c1cnc(N2CCN(c3ccccn3)CC2)c2ccccc12
71. Cc1ccnc(SCCn2c(N3CCN(Cc4ccccc4)CC3)nc3c2c(=O)[nH]c(=O)n3C)n1
72. CCCc1nnc(NC(=O)CCCC(=O)O)s1
Compound	65	66	67	68	69	70	71	72
LNCaP diff act	10	2	1	9	8	23	3	4
VLA-4 agonist	-1	4	-3	-10	12	2	-7	1
Autofluor Jurkat	1.1	1	1.1	1.1	1	1.1	1.1	0.95
VLA-4 antagonist	-23	-32	-6	-2	-16	8	-6	5

73. Cc1cccc(N(CC(N)=O)S(C)(=O)=O)c1C
74. C=CCNC(=O)c1cc(-c2ccccc2O)on1
75. Cc1ccc(-c2nn3c(C)nnc3s2)cc1NC(=O)c1ccco1
76. Cc1nnc(SCC(=O)Nc2sc3c(c2C#N)CCCC3)[nH]c1=O
Compound	73	74	75	76
LNCaP diff act	7	11	5	3
VLA-4 agonist	4	3	4	-11
Autofluor Jurkat	1	1	1	1.1
VLA-4 antagonist	-8	1	-2	-14
